PostGolgi yeast: growth inhibition of a yeast mutant, post-Golgi transport screen; AID 739; inhibition, % at 10 µM; post-Golgi transport phenotypic cell assay; 98,000 tested, 0.9% active;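 also: yeast cells grown in 1536-well plates; yeast grown about 18 h at 30C before absorbance read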
PostGolgi ctrl: inhibits growth of the yeast control strain; efflux-deficient yeast background strain, growth absorbance A615, 16 h; inhibition, % at 10 µM; 98,000 tested, 5% active
S1P2 antag: antagonists of human S1P2 receptor; cell-based S1P2 antagonist assay, inhibition at 5 uM; inhibition, % at 5 µM; 97,000 tested, 0.21% active; AID 736; in the data active = inhibition above about 45%;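 also: CRE beta-lactamase reporter cells expressing human S1P2 stimulated with S1P; 0% = agonist at EC80 alone and 100% = agonist plus reference antagonist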
Target sequence (O95136 whole entry, looked up): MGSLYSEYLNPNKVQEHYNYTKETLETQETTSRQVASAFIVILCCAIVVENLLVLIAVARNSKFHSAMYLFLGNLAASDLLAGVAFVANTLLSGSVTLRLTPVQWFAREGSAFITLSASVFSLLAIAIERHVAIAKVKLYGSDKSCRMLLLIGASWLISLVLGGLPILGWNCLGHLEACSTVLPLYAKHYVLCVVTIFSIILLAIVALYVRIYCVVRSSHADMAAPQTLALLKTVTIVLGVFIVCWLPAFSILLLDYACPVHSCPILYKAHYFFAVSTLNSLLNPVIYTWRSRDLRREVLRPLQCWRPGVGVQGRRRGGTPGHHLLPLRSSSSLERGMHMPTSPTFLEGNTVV
HIV Rev-RRE inh: disrupts HIV-1 Rev binding to RRE RNA | 97,000 tested, 0.79% active | Rev peptide-RRE RNA binding, FRET | AID 704 | inhibition, % at 8 µM | P05866;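 active = inhibition above the screen-wide mean plus 3 SD, cut at about 35% in these data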;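 also: 0% = median DMSO wells and 100% = median Neomycin B control wells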
Target sequence (P05866 whole entry, looked up): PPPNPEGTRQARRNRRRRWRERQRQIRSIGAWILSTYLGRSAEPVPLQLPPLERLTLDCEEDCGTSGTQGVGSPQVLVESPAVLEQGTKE
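Test system: Cy5-tagged RRE RNA duplex with fluorescein-tagged Rev peptide; Probe or stimulus: labelled Rev peptide; Schedule: 5 min preincubation and 15 min binding, 25 °C; Signal: FRET fluorescence readout; Evaluation: % inhibition from 671/540 nm acceptor-to-donor ratio, scaled between controls; Control set: DMSO and neomycin B.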
PTPN22 act: activators of human LYP (PTPN22) phosphatase; Q9Y2R2; recombinant LYP, DiFMUP fluorescence; 0 = plate median, 100 = signal doubled; activation, % at 2 µM; 96,000 tested, 0.11% active; AID 697;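 active = activation at 2 µM above a set limit, the mean plus 5 SD, cut at about 37% in these data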
S1P2 ag: S1P2 (human) receptor agonism; O95136; S1P2-expressing cell line, agonist reporter read-out; activation, % at 4.5 µM; 97,000 tested, 0.46% active; in the data active = activation above about 16%;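 also: 0% = vehicle low control and 100% = maximal reference agonist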
EphB4 antag: blocks human EphB4 binding to ephrin-B2. P54760. EphB4 LBD / TNYL-RAW-Alexa532 peptide, fluorescence polarization. inhibition, % at 7 µM. 97,000 tested, 0.15% active;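 active = inhibition above the screen-wide mean inhibition plus 3 SD, cut at about 15% in these data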;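 also: 0% = DMSO wells and 100% = excess unlabeled TNYL-RAW peptide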
PTPN22 inh 2: LYP (human) phosphatase inhibition. Q9Y2R2. recombinant LYP catalytic domain, DiFMUP fluorescence. inhibition, % at 2 µM. 96,000 tested, 0.21% active. AID 640;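 active = inhibition at 2 µM at or above a set limit, the screen mean plus 3 SD, cut at about 24% in these data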;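 also: 0% = DMSO with enzyme and 100% = enzyme fully blocked by orthovanadate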
FAK inh: FAK (human) kinase inhibition; inhibition, %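 (tested at 7 µM)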; AID 727; 97,000 tested, 0.84% active; biochemical FAK kinase activity assay; Q05397; in the data active = inhibition above about 19%;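 also: 0% = DMSO and 100% = reference compound high control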
An asterisk follows results filed as active; . = not tested or not shown; [ ] = remark or other dose. Rule as the data show it, unless noted: active = inhibition above about 30%; inactive = the rest.

SMILES	PostGolgi yeast	PostGolgi ctrl	S1P2 antag	HIV Rev-RRE inh	PTPN22 act	S1P2 ag	EphB4 antag	PTPN22 inh 2	FAK inh
Cc1ccc(NC(=S)NNC(=O)c2c([N+](=O)[O-])c(C)nn2C)cc1	0	3	-9	-8	-7	-5	3	8	-1
CCc1nc(SCC(=O)Nc2cc(C)on2)c2c(C)c(C)sc2n1	-1	24	-8	7	-4	5	7	2	-3
Cc1cc(C(=O)Nc2ccc(S(=O)(=O)N3CCCC3)cc2)cs1	3	18	-21	6	-2	-4	3	1	2
COc1ccc(CCNC(=O)CN2CCC(C)CC2)cc1OC	4	3	-3	0	0	0	-3	-2	-1
Cc1ccc(C)c(CN2C(=O)C3(OCCCO3)c3ccccc32)c1	-4	22	-12	10	-3	-5	-2	2	-3
O=C(Nc1nnc(C2CCCCC2)s1)c1cccs1	-6	29	-7	-4	-9	-5	8	9	0
CCCOC(=O)CSc1nnc(-c2cc(OC)c(OC)c(OC)c2)o1	9	9	7	0	7	0	1	-9	1
CCOc1cc(S(=O)(=O)N2CCN(CC)CC2)ccc1Cl	28	1	-8	7	-2	-4	0	2	-1
c1ccc(CN2C3=NCCCN3c3ccccc32)cc1	-2	-4	20	-2	1	-6	-3	1	2
CCCC(=O)Nc1ccc(C(=O)NCC2CCCO2)cc1 (stereo not drawn)	-4	-2	-4	6	3	-6	-4	-1	-1
COc1cnc(-c2ccccc2)nc1Oc1cccc(C)c1	-6	10	-18	12	6	-3	-6	-1	3
Cc1cccn2c(=O)c3cc(C#N)c(=NC(=O)c4ccncc4)n(CCCOC(C)C)c3nc12	7	4	-13	22	6	18*	11	-9	2
CC(=O)NCCn1c(SCC(=O)NCCC(C)C)nc2ccccc2c1=O	0	6	2	-5	7	-5	-5	-3	-4
CCOC(=O)/C(C#N)=C\C1=C(N2CCCC2)CC(C)(CC)OC1 (stereo not drawn)	.	.	-20	0	2	-3	5	-3	0
CC(=O)N(C)C1(c2nnnn2CCOC(=O)Nc2cccc3ccccc23)CCCC1	-4	-5	33	-1	7	-5	-1	-9	4
COc1ccccc1CNC(=O)C1=C(C)C(=O)OC12CCC(C)CC2 (stereo not drawn)	-5	0	14	0	-9	-4	-6	8	-3
CCC(=O)Nc1ccc2c(c1)ncn2-c1ccccc1	-3	-2	20	4	-13	-3	-2	14	6
O=C(Nc1ccon1)C(Sc1ccccc1)c1ccccc1 (stereo not drawn)	2	5	6	0	3	0	4	-9	3
O=C(c1cc2ccccc2c(=O)o1)N1CCc2ccccc2C1	-1	12	4	1	2	-5	1	2	2
Cc1ccc(Oc2nc(-c3ccccc3)ncc2S(=O)(=O)c2ccc(C)cc2)cc1	20	0	10	4	18	-3	-1	-13	1
S=c1[nH]nc(-c2cc3c(s2)-c2ccccc2CC3)o1	18	28	14	-3	-15	9	3	19	-3
O=C(Nc1nnc(-c2ccccc2SCc2ccccc2)s1)Nc1ccccc1F	-1	-2	12	13	-7	-7	4	10	3
O=C(NC1CCCCCC1)C1CCCN(S(=O)(=O)c2cnc[nH]2)C1 (stereo not drawn)	26	8	6	10	-6	-4	2	3	-1
CCOC(=O)c1cnc(SCc2ccc(C(C)(C)C)cc2)nc1N	-7	2	-10	13	-2	-6	-1	3	-2
O=C(NCc1ccco1)Nc1ccc2snnc2c1	5	1	-3	3	-8	-3	-8	9	2
Cc1ccc(-c2cc(-c3ccccc3)nc(Cl)n2)cc1	9	-1	-4	17	12	-9	-4	-9	-1
O=C(CCC(=O)Nc1ccccc1)NCCO	.	.	-2	4	-1	-7	-7	0	3
O=C(OCC(=O)c1ccco1)c1ccc2ncsc2c1	-9	5	9	9	19	-8	3	-20	6
Cc1onc(-c2c(F)cccc2Cl)c1C(=O)Nc1sc2c(c1C(N)=O)CCC2	-13	33*	-17	12	-2	-2	0	1	3
c1ccc2c(c1)nc1n2CCN1CCNC1CCCCC1	-4	9	4	-5	0	-8	-5	-1	2
OC1(c2ccc(F)cc2)CCN(Cc2nnnn2Cc2cccs2)CC1	14	9	6	12	-2	-12	-2	0	5
Cc1cccc(C)c1OCc1nnc(SCC(=O)NCCc2ccccc2)o1	.	.	1	15	6	-3	6	-3	-5
O=C(NCc1n[nH]c(=S)n1-c1cccc(Cl)c1)c1ccc(S(=O)(=O)N2CCCC2)cc1	0	3	29	2	-4	-4	2	2	1
O=C(CC1OC(=O)c2ccccc21)NC1CCCCC1 (stereo not drawn)	9	10	9	2	11	0	-3	-12	-4
C=CCOc1ccc2c(OC)c3ccoc3nc2c1OC	.	.	-8	0	4	-1	-1	-7	3
NC(=O)c1cc(N)ccc1N1CCCC1	1	32*	-5	3	3	-7	-1	-5	6
Cc1nn(-c2ccccc2)c(Cl)c1/C=N/Nc1ccc(S(=O)(=O)Nc2ccccc2C(=O)O)cc1[N+](=O)[O-]	0	8	-5	-1	-22	-3	2	24*	19*
CCOC(=O)c1c(NC(=S)Nc2ccccc2)sc2c1CCN(CCc1ccccc1)C2	-4	2	21	124*[fluorescence artefact?]	-8	-3	-2	10	-5
C=CCc1ccccc1OCC(O)Cn1ccnc1C (stereo not drawn)	21	5	-2	2	-4	-2	2	2	-4
Cc1c(NC(=O)CSc2nnnn2Cc2ccccc2)c(=O)n(-c2ccccc2)n1C	1	3	-7	3	-5	1	3	-2	2
Nc1nc(SCc2c(F)cccc2Cl)[nH]c(=O)c1-c1ccccc1	-1	2	6	3	-6	-3	-2	6	1
COC(=O)CNC(=O)c1ccc(=O)oc1	-3	9	7	4	15	-5	-7	-17	-5
Cc1ccc(S(=O)(=O)N[C@H](C(=O)N2CCC3(O)CCCCC3C2)c2ccccc2)cc1 (stereo partly drawn)	-2	5	6	-2	6	-9	-6	-3	-4
O=C(c1ccco1)c1cc2c(ccc3ccccc32)oc1=O	-7	7	8	5	-6	-8	6	10	7
CC(C)NC(=O)C1CC(=O)N(c2ccc(F)c(Cl)c2)C1 (stereo not drawn)	7	11	11	8	6	-10	-1	-7	-3
Cc1ccc(S(=O)(=O)N(CCC#N)CCN2CCCC2)cc1	6	30*	3	6	-6	-2	-7	5	-2
Cc1cc(=O)oc(C)c1C(=O)N[C@@H]1CCCCNC1=O	17	-1	7	8	-4	-5	2	1	-2
COc1ccc(C(=O)n2nc(C)cc2C)cc1Br	1	1	7	9	-2	-6	6	5	0
CN1CCC(=NNC(=O)c2ccco2)CC1	-5	7	-8	8	5	-6	-1	-3	1
CCOP(=O)(OCC)C(C)(C)NC(=O)c1cc([N+](=O)[O-])cc([N+](=O)[O-])c1	-3	1	-13	8	-7	3	2	10	0
Cc1cc(=O)oc(C)c1C(=O)OCC(=O)c1ccc(Cl)c(Cl)c1	-9	3	11	8	1	-2	0	-1	-1
Cc1nc(Nc2ccc3c(c2)OCO3)c2oc3ccccc3c2n1	-1	8	-9	-2	-1	-1	-1	2	-3
CC(C)CCn1c(CN(C)Cc2ccccc2)nc2c1c(=O)n(C)c(=O)n2C	1	9	7	-4	3	-10	-6	-5	0
Cc1cc(NC(=O)C2CCCCC2)nc2c1c(=O)oc1ccccc12	1	29	10	13	-12	-4	-1	15	7
COc1ccc(Cc2nnc(Nc3ccc(C)cc3C)[nH]c2=O)cc1	2	8	10	2	5	-5	-1	-6	3
Cc1cc(N2CCN(c3nc(N4CCOCC4)nc4ccccc34)CC2)c2ccccc2n1	.	.	-21	15	39*	-1	-4	-41	-1
CNCc1ccccc1Sc1ccc(OC)c(OC)c1	3	-4	6	1	-2	-8	-10	4	-5
Cc1c(C(=O)OC(C)CCN(C)C)oc2ccccc12 (stereo not drawn)	11	0	8	141*[fluorescence artefact?]	2	-4	0	-4	-3
CC1=C(C(=O)OC(C)C)C2(O)C(=O)c3ccccc3C2(O)N1 (stereo not drawn)	.	.	-22	0	2	-1	1	-1	0
O=C(CCN1C(=O)c2ccncc2C1=O)NCc1ccc(Cl)cc1	-2	5	6	7	-6	-6	-2	5	4

The listing continues.
SMILES	PostGolgi yeast	PostGolgi ctrl	S1P2 antag	HIV Rev-RRE inh	PTPN22 act	S1P2 ag	EphB4 antag	PTPN22 inh 2	FAK inh
COc1ccccc1N(C(=O)CNS(=O)(=O)c1ccccc1)C(C(=O)NCc1ccco1)C(C)C (stereo not drawn)	2	8	4	4	2	-2	-3	-3	0
COc1ccc(OC)c(NC(=O)CCN2CCCC(C)C2)c1 (stereo not drawn)	2	0	-18	1	-5	-5	-2	4	-4
COC(=O)Cn1c(C)nc2ccccc21	15	0	-14	1	4	-4	-7	-3	-1
Cc1nnc(NC(=O)c2cccc(Br)c2)s1	17	6	-5	0	-6	-1	-2	8	1

Compounds above that have four or more nitrogen atoms (16):
SMILES	PostGolgi yeast	PostGolgi ctrl	S1P2 antag	HIV Rev-RRE inh	PTPN22 act	S1P2 ag	EphB4 antag	PTPN22 inh 2	FAK inh
Cc1ccc(NC(=S)NNC(=O)c2c([N+](=O)[O-])c(C)nn2C)cc1	0	3	-9	-8	-7	-5	3	8	-1
CCc1nc(SCC(=O)Nc2cc(C)on2)c2c(C)c(C)sc2n1	-1	24	-8	7	-4	5	7	2	-3
Cc1cccn2c(=O)c3cc(C#N)c(=NC(=O)c4ccncc4)n(CCCOC(C)C)c3nc12	7	4	-13	22	6	18*	11	-9	2
CC(=O)NCCn1c(SCC(=O)NCCC(C)C)nc2ccccc2c1=O	0	6	2	-5	7	-5	-5	-3	-4
CC(=O)N(C)C1(c2nnnn2CCOC(=O)Nc2cccc3ccccc23)CCCC1	-4	-5	33	-1	7	-5	-1	-9	4
O=C(Nc1nnc(-c2ccccc2SCc2ccccc2)s1)Nc1ccccc1F	-1	-2	12	13	-7	-7	4	10	3
O=C(NC1CCCCCC1)C1CCCN(S(=O)(=O)c2cnc[nH]2)C1 (stereo not drawn)	26	8	6	10	-6	-4	2	3	-1
O=C(NCc1ccco1)Nc1ccc2snnc2c1	5	1	-3	3	-8	-3	-8	9	2
c1ccc2c(c1)nc1n2CCN1CCNC1CCCCC1	-4	9	4	-5	0	-8	-5	-1	2
OC1(c2ccc(F)cc2)CCN(Cc2nnnn2Cc2cccs2)CC1	14	9	6	12	-2	-12	-2	0	5
O=C(NCc1n[nH]c(=S)n1-c1cccc(Cl)c1)c1ccc(S(=O)(=O)N2CCCC2)cc1	0	3	29	2	-4	-4	2	2	1
Cc1nn(-c2ccccc2)c(Cl)c1/C=N/Nc1ccc(S(=O)(=O)Nc2ccccc2C(=O)O)cc1[N+](=O)[O-]	0	8	-5	-1	-22	-3	2	24*	19*
Cc1c(NC(=O)CSc2nnnn2Cc2ccccc2)c(=O)n(-c2ccccc2)n1C	1	3	-7	3	-5	1	3	-2	2
CC(C)CCn1c(CN(C)Cc2ccccc2)nc2c1c(=O)n(C)c(=O)n2C	1	9	7	-4	3	-10	-6	-5	0
COc1ccc(Cc2nnc(Nc3ccc(C)cc3C)[nH]c2=O)cc1	2	8	10	2	5	-5	-1	-6	3
Cc1cc(N2CCN(c3nc(N4CCOCC4)nc4ccccc34)CC2)c2ccccc2n1	.	.	-21	15	39*	-1	-4	-41	-1

High-throughput results from PubChem.
